Compound activity deposited in PubChem BioAssay by National Center for Advancing Translational Sciences (NCATS).
EPAC1 antagonist – EPAC1 (human) antagonism | hit rate 0.14% among 360,000 | O95398 | AID 720709 | EPAC1 GEF assay, Rap1b-BODIPY-GDP exchange fluorescence | Potency, µM (series often up to 115 µM), without a hit: at the top dose activity change, negative = inhibition, actives largely listed as inhibitors;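 further: plate controls were vehicle for no effect and positive control for full effect; nearly all actives have a fitted effect of over 50% in size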
Target sequence (O95398 whole entry, looked up): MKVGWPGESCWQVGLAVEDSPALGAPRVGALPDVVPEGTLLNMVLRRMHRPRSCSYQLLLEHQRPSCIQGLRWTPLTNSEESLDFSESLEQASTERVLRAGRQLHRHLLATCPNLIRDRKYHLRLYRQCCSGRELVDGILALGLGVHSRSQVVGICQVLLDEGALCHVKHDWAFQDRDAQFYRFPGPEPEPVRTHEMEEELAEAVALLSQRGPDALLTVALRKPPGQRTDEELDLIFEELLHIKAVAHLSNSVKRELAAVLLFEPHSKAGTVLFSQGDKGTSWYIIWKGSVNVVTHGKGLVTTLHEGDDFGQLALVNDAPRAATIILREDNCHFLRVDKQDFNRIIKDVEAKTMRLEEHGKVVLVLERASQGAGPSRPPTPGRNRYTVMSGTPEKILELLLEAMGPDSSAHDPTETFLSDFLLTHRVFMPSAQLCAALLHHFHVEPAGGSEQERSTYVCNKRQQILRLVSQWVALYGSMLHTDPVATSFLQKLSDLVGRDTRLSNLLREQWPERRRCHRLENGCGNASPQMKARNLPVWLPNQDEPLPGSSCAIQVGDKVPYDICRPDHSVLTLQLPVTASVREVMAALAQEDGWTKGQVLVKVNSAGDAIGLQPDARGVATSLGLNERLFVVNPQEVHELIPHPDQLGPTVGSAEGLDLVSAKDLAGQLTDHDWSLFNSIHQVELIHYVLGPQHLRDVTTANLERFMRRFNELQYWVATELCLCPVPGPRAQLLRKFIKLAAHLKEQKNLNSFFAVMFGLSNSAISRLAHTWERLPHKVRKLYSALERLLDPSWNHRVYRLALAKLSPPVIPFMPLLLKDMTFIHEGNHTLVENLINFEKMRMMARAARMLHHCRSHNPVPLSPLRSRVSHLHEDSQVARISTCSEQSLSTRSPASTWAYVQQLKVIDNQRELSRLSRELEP
FUS suppressor – FUS proteinopathy suppression in yeast; S. cerevisiae FUS-expressing, growth rescue, OD600, 24 h; Potency, µM (doses to about 76.6 µM), for the others: top-dose growth rescue (activation), most hits filed as activators; hit rate 0.24% among 390,000; AID 1347120;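 further: plate controls were DMSO vehicle for no effect and reference control for full effect; nearly all actives have a fitted effect of over 55% in size; some results filed as inactive show a strong effect at the top dose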
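Read-out: OD at 600 nm after 24hr at 30C, reporting rescue of FUS-induced yeast toxicity. Cells at OD 0.005 in galactose (2%) minimal medium; compounds tested in a dilution series; CP55940 titration from 92uM final as control.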
TDP-43 yeast inh – rescues yeast growth from TDP-43 toxicity. TDP-43 expressing yeast growth rescue, BacTiter-Glo, 24 h. Potency, µM (series often up to 46.1 µM), inactives show at the top dose growth rescue (activation), actives largely listed as activators. hit rate 1.8% among 410,000; further: % of control where 0% means no effect; nearly all actives have a fitted effect of over 50% in size
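Yeast expressing TDP-43 (pregrown in raffinose, seeded at OD600=0.02 in galactose medium) exposed to compounds 24 hr at 30 deg C. Growth read by BacTiter-Glo luminescence; rescue of toxicity appears as increased signal.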
aSyn yeast inh – alpha-synuclein toxicity inhibition in yeast; Yeast expressing alpha-synuclein, growth rescue, BacTiter-Glo, 24 h; Potency, µM (highest dose often 46.1 µM), without a hit: top-dose growth rescue (activation), hits mostly activators; hit rate 0.14% among 370,000; AID 652106; further: % of control where 0% means no effect; nearly all actives have a fitted effect of over 65% in size
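Screening used galactose-induced yeast with toxic alpha-synuclein levels, exposed to compound for 24 hr at 30 deg C. Cell growth, read with BacTiter-Glo luminescence, gave the measured signal.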
EPAC2 ag – EPAC2 (human) agonism; Q8WZA2; EPAC2 activation, biochemical qHTS; response scale: 100% = 6.5 mM cAMP response; Potency, µM (doses to about 154 µM), inactives show at the top dose activation, most hits filed as activators; hit rate 0.079% among 360,000; further: nearly all actives have a fitted effect of over 50% in size
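qHTS, titration series. 100 nM EPAC2 / 250 nM Rap1B-BODIPY-GDP / 50 uM GDP; RT; ex 480/em 540 nm, 5-min reads to 30 min. Norm. to 6.5 mM cAMP = activation.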
PTHR1 agonist – activates the human parathyroid hormone receptor PTHR1. HEK293 GP2 PTHR1 cells, GloSensor cAMP luminescence, 1 h. AID 743266. hit rate 0.075% among 410,000. Q03431. Potency, µM (series often up to 115 µM), inactives show at the highest dose activation, hits mostly activators; further: nearly all actives have a fitted effect of over 55% in size; some results filed as inactive show a strong effect at the top dose; inactives centre near -15; many of its hits are not listed in these tables
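HEK-293-derived GP2 cells expressing PTHR1 and a GloSensor cAMP reporter, 3,000/well, plated overnight, given luciferin plus IBMX (each 0.5 mM as added) for 1 h at 37 °C, then compound for 1 h at 37 °C. Luminescence was read after 15 min at room temperature.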
EPAC2 antag – antagonists of human EPAC2. Q8WZA2. EPAC2 GEF exchange of Rap1B-BODIPY-GDP, fluorescence. Potency, µM (doses to about 114 µM), inactives show at the highest dose activity, negative = inhibition, actives largely listed as inhibitors. hit rate 0.18% among 360,000; further: on the % scale 0 is the no-effect control and ±100 the full control effect; nearly all actives have a fitted effect of over 45% in size; many of its hits are not listed in these tables
EPAC1 agonist – agonists of human EPAC1; hit rate 0.073% among 360,000; O95398; Potency, µM (doses to about 154 µM), for the others: top-dose activation, usual class: activators; EPAC1 agonist qHTS, biochemical assay; response scale: 100% = response to 6.5 mM cAMP; AID 720707; further: nearly all actives have a fitted effect of over 60% in size
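Read-out is the fluorescence drop as BODIPY-GDP leaves Rap1B (480 nm excitation, 540 nm emission), recorded every 5 minutes over 30 minutes. Reactions held 100 nM EPAC1, 250 nM Rap1B–BODIPY-GDP and 50 uM GDP, with 6.5 mM cAMP setting full activation.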
The depositor's hits bear a star; i = inactive; ? = inconclusive; · = no result given; & = joins results of further samples; [ ] = dose if it differs, or a comment. The call rests on the fitted dose curve; in most records, active means well fitted curve in the direction sought with a large enough effect; inconclusive means small, poorly fitted or top-dose-only effect, or another doubt; inactive means no such curve, though single readings can be large; an effect the other way counts as inactive or inconclusive. Potency means the concentration at half of the fitted maximal effect. Some of the compounds tested, so the mix of outcomes need not match the whole.

nr	compound	EPAC1 antagonist	FUS suppressor	TDP-43 yeast inh	aSyn yeast inh	EPAC2 ag	PTHR1 agonist	EPAC2 antag	EPAC1 agonist
1	NS(=O)(=O)c1ccc(N/C=C\C(=O)c2ccc(F)cc2)cc1	15.2%	8.7%	?	0.0%	1.7%	-53.8%[inhibitor]	-7.3%	10.6%
2	COc1ccc(S(=O)(=O)Nc2c(F)cccc2F)cc1	-0.2%	-3.1%	13.4%	17.1%	-1.7%	-6.9%	-25.8%	2.0%
3	Cc1nc2ccccc2c2ncccc12	-4.7%	-23.2%	29.2%	10.3%	8.9%	-6.3%	6.6%	6.2%
4	CC1(C)NC(=O)N(CC(=O)OCC(=O)Nc2sccc2C#N)C1=O	9.1%	6.9%	12.7%	2.6%	5.8%	i	2.3%	12.5%
5	COCCNC(=O)c1cc2cc(Br)cc(OC)c2oc1=O	10.6%	1.8%	-18.8%	2.5%	-4.5%	-12.3%[57.5 µM]	5.7%	0.2%
6	CC(C)CCN(CCC(C)C)C/C(O)=C(\C#N)c1nc(-c2ccccc2)cs1	1.1%	37.1%	-14.3%	6.7%	8.2%	i	-1.4%	6.1%
7	Cc1ccc(S(=O)(=O)NCC(=O)OCC(=O)c2c(N)n(C)c(=O)n(C)c2=O)cc1	-4.3%	·	-2.9%	-4.8%	4.0%	i	18.4%	-5.6%
8	Cc1ccc(S(=O)(=O)NC2CCCCC2)cc1C(=O)N1CCC(C(N)=O)CC1	-7.5%	-24.6%	5.4%	-2.4%	11.3%	i	1.4%	15.9%
9	COc1ccc(-n2c(C)cc(/C=C3\SC(=S)N(Cc4ccco4)C3=O)c2C)cc1	9.3%	4.7%	12.1%	10.3%	5.9%	i	29.1%	13.3%
10	CCCOc1ccccc1NC(=O)c1c(-c2ccccc2)noc1C	-5.8%	7.8%	?	4.1%	6.9%	-30.4%[inhibitor]	?	1.3%
11	CCN1CCN(c2nc(-c3ccc(F)cc3)cc(=O)[nH]2)CC1	0.6%	2.8%	-8.9%[1.82 µM]	-2.0%	2.9%	i	-3.1%	1.4%
12	CCNC(=O)O/N=C(\C)c1sc(-c2ccccc2)nc1C	2.4%	3.0%	14.5%	-12.9%	4.4%	-7.4%	4.0%	-3.5%
13	Cc1ccc(N(CC(=O)Nc2cc(C)cc(C)c2)S(=O)(=O)c2cccc3nonc23)cc1	1.0%	-11.2%&0.3%	21.2%&-10.4%	3.3%	13.1%	-13.1%	-6.1%	13.2%
14	COc1ccc(/C=C/C(=O)c2ccccc2)c(OC)c1	-16.3%	17.1%	?	-13.7%	18.9%	-39.9%[inhibitor]	?	10.7%
15	Cc1ccc(-c2csc(N=C(N)N)n2)cc1	?	11.5%	0.0%	-2.1%	16.6%	-2.5%	2.8%	4.4%
16	CCC(CC)C(=O)Nc1c(C(=O)N2CCN(c3ccccc3)CC2)oc2ccccc12	-12.6%	26.6%&34.4%	0.8%&7.1%	-11.8%	16.8%	?	-23.4%	-2.6%
17	CC(C)(C)c1ccc(OCCC(=O)OCC(=O)NC(=O)NC2CCCC2)cc1	?	34.4%	21.3%	9.3%	-8.3%	-23.8%	?	-12.3%
18	COc1ccc(/C=C/C(O)=C(\C#N)c2nnc(N3CCOCC3)n2-c2ccccc2)cc1OC	3.7%	15.6%	10.1%	-1.1%	0.2%	-8.5%	7.3%	3.0%
19	CCCOc1ccc(C(=O)NC2CCSc3ccccc32)cc1 (centres undefined)	2.6%	2.0%	6.4%	13.7%	3.3%	-14.2%	2.3%	-5.0%
20	COc1ccccc1NC(=O)c1cc2ccccc2nc1C	-20.0%	3.8%	16.1%	-2.5%	1.5%	i	-5.2%	12.1%
21	CC(C)c1ccc(CN(C(=O)c2ccco2)C2CCS(=O)(=O)C2)cc1 (centres undefined)	20.3%	19.0%	-16.2%	11.5%	19.8%	i	-7.5%	2.0%
22	COc1ccc(CC(=O)Nc2c3c(nn2C(C)(C)C)CS(=O)(=O)C3)cc1OC	15.8%	·	-4.2%	-7.8%	8.1%	i	7.2%	-4.8%
23	CCOC(=O)c1cc2c(nc1NC(=S)Nc1ccccc1)CC(C)(CC)OC2 (centres undefined)	-0.6%	-1.7%	5.8%	-5.2%	3.8%	-11.0%	-1.7%	16.1%
24	Cc1ccccc1OCCC(=O)OCC(=O)NCCc1ccc(S(N)(=O)=O)cc1	2.6%	8.3%	14.8%	2.0%	8.2%	-3.2%	2.3%	-2.8%
25	O=C1CC(N2CCN(c3ccc(F)cc3)CC2)C(=O)N1c1ccccc1 (centres undefined)	1.7%	14.6%	29.6%	17.1%	4.7%	-19.8%	0.0%	-2.3%
26	CC(CCc1ccco1)NC(=O)Nc1cccc(F)c1 (centres undefined)	4.9%	22.9%	-17.4%	1.0%	6.5%	-14.2%	-3.6%	8.3%
27	Cc1ccc(C(=O)CSc2cc(C)nc(SCC(=O)c3ccccc3)n2)cc1	-7.8%	1.4%	12.2%	-1.2%	6.4%	-73.5%[inhibitor][57.5 µM]	5.6%	12.7%
28	N#Cc1c(Cl)cccc1-n1ccnc1	-5.9%	8.7%	-6.0%	0.2%	8.8%	i	-0.1%	8.8%
29	O=C(CN=C1NS(=O)(=O)c2ccccc21)OCC(=O)c1ccccc1	15.9%	12.4%	-18.3%	-4.1%	1.6%	i	1.2%	5.5%
30	Cn1c(=O)oc2cc(S(=O)(=O)NCCN3CCN(c4ccccc4)CC3)ccc21	2.3%	2.1%	20.0%	-1.8%	16.4%	i	7.8%	-0.6%
31	Cc1ccc(N(CC(=O)NCc2ccccc2)S(=O)(=O)c2c(C)noc2C)cc1	-6.9%	-13.3%	-17.0%	-8.9%	2.1%	-11.6%	5.3%	-6.0%
32	O=C(CCc1ccccc1)NC(=S)Nc1ccccc1[N+](=O)[O-]	3.7%	21.1%	12.6µM*	7.2%	12.6%	-24.9%	-19.1%	9.6%
33	CN(/N=C/Cc1nnnn1-c1ccc(Cl)cc1)c1ccccc1	-20.9%	-12.3%	6.2%	11.8%	19.0%	i	-8.6%	10.0%
34	CC1(C)C(Cl)C(=O)C(C(=O)c2ccccc2)C(=O)C1Cl (centres undefined)	-12.3%	-12.9%	3.5%	-5.8%	4.4%	-8.9%	-0.3%	10.7%
35	CCCN(CC1CC1)C(=O)CSc1nnc(-c2cc(-c3cccs3)nc3ccccc23)o1	13.9%	-9.7%	6.2%	0.4%	-4.4%	-16.4%[57.5 µM]	-4.5%[57.1 µM]	-0.1%
36	N#Cc1c(Nc2ccccc2Cl)s[nH]c1=O	-16.4%	13.6%	?	?	8.1%	-12.3%	1.9%	5.5%
37	CCc1ccc(/C=N/n2c(COc3ccccc3)n[nH]c2=S)cc1	12.2%	-8.7%	22.1%	9.8%	-3.7%	i	-0.9%	10.9%
38	CCCc1ncc(C(O)c2cccc3ccccc23)n1C (centres undefined)	-10.6%	17.4%	-16.4%	-1.7%	3.3%	-40.1%	-1.8%	7.7%
39	CCCCNC(=O)C1CC(=O)N(CCC(C)C)C1 (centres undefined)	-16.0%	-8.5%	3.7%	2.5%	9.3%	i	0.5%	-4.7%
40	CC(C)CC1COC(=O)N1 (centres undefined)	2.1%	-23.4%	17.1%	-6.9%	-6.8%	i	15.1%	-36.8%[inhibitor]
41	Cc1ccc(S(=O)(=O)N2CCC(NC(=O)c3ccccc3)CC2)cc1	1.6%	-5.5%	-7.7%	-9.7%	-4.4%	-0.4%	-1.9%	5.8%
42	CCOCCCNC(=S)N1CCCN(c2nc3cc(C)c(C)cc3cc2C#N)CC1	-5.2%	?	?	-9.2%	11.0%	-28.1%	-10.3%	16.7%
43	Cn1c(N)c(C(=O)COC(=O)[C@H](Cc2ccccc2)N2C(=O)c3ccccc3C2=O)c(=O)n(C)c1=O	-21.5%	·	-1.2%	-4.7%	5.4%	-11.0%	-10.8%	5.3%
44	O=C(NC1CCc2ccccc21)c1cc(COc2ccc(F)cc2Cl)on1 (centres undefined)	-14.7%	6.2%	19.1%	5.6%	8.4%	i	3.0%	-7.9%
45	CCc1c(-c2ccc(OC)cc2)ncn1Cc1cccc(-c2ccccc2)c1	-3.8%	30.2%	6.2%	11.1%	12.3%	-38.9%	-27.8%	4.1%

In the list so far, six contain fluorine:
nr	compound	EPAC1 antagonist	FUS suppressor	TDP-43 yeast inh	aSyn yeast inh	EPAC2 ag	PTHR1 agonist	EPAC2 antag	EPAC1 agonist
1	NS(=O)(=O)c1ccc(N/C=C\C(=O)c2ccc(F)cc2)cc1	15.2%	8.7%	?	0.0%	1.7%	-53.8%[inhibitor]	-7.3%	10.6%
2	COc1ccc(S(=O)(=O)Nc2c(F)cccc2F)cc1	-0.2%	-3.1%	13.4%	17.1%	-1.7%	-6.9%	-25.8%	2.0%
11	CCN1CCN(c2nc(-c3ccc(F)cc3)cc(=O)[nH]2)CC1	0.6%	2.8%	-8.9%[1.82 µM]	-2.0%	2.9%	i	-3.1%	1.4%
25	O=C1CC(N2CCN(c3ccc(F)cc3)CC2)C(=O)N1c1ccccc1 (centres undefined)	1.7%	14.6%	29.6%	17.1%	4.7%	-19.8%	0.0%	-2.3%
26	CC(CCc1ccco1)NC(=O)Nc1cccc(F)c1 (centres undefined)	4.9%	22.9%	-17.4%	1.0%	6.5%	-14.2%	-3.6%	8.3%
44	O=C(NC1CCc2ccccc21)c1cc(COc2ccc(F)cc2Cl)on1 (centres undefined)	-14.7%	6.2%	19.1%	5.6%	8.4%	i	3.0%	-7.9%
